AHR activator = activates the human aryl hydrocarbon receptor; activation, % at 5 µM; P35869; 320,000 compounds, 2.5% hits; AHR-responsive luciferase reporter cells, luminescence; in the data active = activation above about 47%;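 note: 0% = vehicle wells and 100% = reference agonist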
Target sequence (P35869 whole entry, looked up): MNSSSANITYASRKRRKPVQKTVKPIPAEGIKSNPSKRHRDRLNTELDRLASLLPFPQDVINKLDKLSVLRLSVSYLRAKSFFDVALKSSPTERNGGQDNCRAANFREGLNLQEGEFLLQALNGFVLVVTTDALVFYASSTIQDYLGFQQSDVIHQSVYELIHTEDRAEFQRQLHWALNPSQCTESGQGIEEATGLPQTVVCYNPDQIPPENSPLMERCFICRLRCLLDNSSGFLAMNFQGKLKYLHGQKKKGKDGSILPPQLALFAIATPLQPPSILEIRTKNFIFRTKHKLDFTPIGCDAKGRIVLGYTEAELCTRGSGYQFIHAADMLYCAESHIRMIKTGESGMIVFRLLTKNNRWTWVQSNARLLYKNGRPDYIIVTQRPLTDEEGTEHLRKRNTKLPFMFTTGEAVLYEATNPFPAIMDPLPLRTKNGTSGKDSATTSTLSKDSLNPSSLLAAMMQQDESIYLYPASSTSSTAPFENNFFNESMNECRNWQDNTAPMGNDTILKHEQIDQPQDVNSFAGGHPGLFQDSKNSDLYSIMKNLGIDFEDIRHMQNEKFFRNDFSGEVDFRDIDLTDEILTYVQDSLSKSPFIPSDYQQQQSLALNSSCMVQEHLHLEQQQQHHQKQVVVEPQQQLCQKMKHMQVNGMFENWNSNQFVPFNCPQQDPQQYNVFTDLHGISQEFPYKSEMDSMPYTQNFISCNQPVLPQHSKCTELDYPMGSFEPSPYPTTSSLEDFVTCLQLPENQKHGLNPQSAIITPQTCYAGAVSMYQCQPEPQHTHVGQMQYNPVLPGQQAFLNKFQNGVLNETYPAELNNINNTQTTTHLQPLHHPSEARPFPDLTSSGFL
EBNA-1 inhibitor = blocks EBNA-1 binding to DNA. AID 1950. inhibition, % at 14.8 µM. 300,000 compounds, 0.34% hits. EBNA-1 DNA binding, fluorescence polarization; in the data active = inhibition above about 28%
MEP2-GFP yeast = modulators of TOR pathway MEP2-GFP in S. cerevisiae; S. cerevisiae MEP2-GFP strain, flow cytometry GFP, 3 h; 100% = DMSO control level; 330,000 compounds, 0.51% hits; GFP response vs DMSO, % at 10 µM;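 active = GFP response versus DMSO above a set limit, roughly screen mean plus 3 SD, cut at about 180% in these data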;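 note: median GFP fluorescence of the barcode-gated MEP2-GFP cells per well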
procasp7 counter = activates human procaspase-7, counter-screen for procaspase-3 activators; P55210; recombinant procaspase-7, Ac-DEVD-pNA absorbance 405 nm; D23A/D198A/D206A triple mutant, cannot self-cleave; scale: DMSO 0, 5 µM enzyme 100; activation, % at 8.5 µM; 330,000 compounds, 0.093% hits;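 active = percent activation above the screen-wide mean plus 3 SD, cut at about 25% in these data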
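signal = Epi-absorbance of released pNA at 405 nm, two timepoints | assay system = Uncleavable procaspase-7 mutant enzyme | reagent = Ac-DEVD-pNA substrate, 400 µM as added | times = 1 h enzyme–compound preincubation and 2 h substrate reaction, both 25 °C | benchmarks = low DMSO alone, high DMSO plus 5 µM PC-7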
RPL19A TOR yeast = alters RPL19A-GFP fluorescence in TOR pathway yeast screen; 330,000 compounds, 0.3% hits; percent response vs DMSO, % at 10 µM; S. cerevisiae RPL19A-GFP strain, flow cytometry, 3 h; active compounds read low;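 active = percent response vs DMSO below 50%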;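 note: median channel GFP fluorescence of the barcoded RPL19A-GFP strain; ratio of sample median GFP to plate DMSO average so 100% = DMSO; lower means less RPL19A-GFP as with rapamycin TOR inhibition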
ZTA DNA inh = counter-screen for EBNA-1 inhibitors: inhibitors of Epstein-Barr virus ZTA. ZTA-DNA binding, fluorescence polarization. inhibition, % at 11 µM. P03206. 320,000 compounds, 0.15% hits; in the data active = inhibition above about 33%
procasp3 activ = activators of human procaspase-3; AID 463141; recombinant procaspase-3 D3A, Ac-DEVD-pNA absorbance 405 nm; 330,000 compounds, 0.11% hits; activation, % at 8.5 µM;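 active = activation above the mean of all tested compounds plus 3 SD, cut at about 21% in these data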;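 note: 0% = DMSO alone and 100% = DMSO wells spiked with extra 5 µM PC-3 D3A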
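Evaluation: percent activation relative to control range; Material: Procaspase-3 D3A mutant, all three cleavage aspartates alanine; Compound: single dose, 8.5 µM nominal compound, 0.8% DMSO; Replication: one well per compound; Signal: absorbance at 405 nm, 0 and 120 min; Schedule: 1 h preincubation plus 2 h reaction at 25 °C.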
LAP4 TOR yeast = alters LAP4-GFP fluorescence in TOR pathway yeast screen. AID 2023. GFP response vs DMSO, % at 10 µM. S. cerevisiae LAP4-GFP multiplex, flow cytometry GFP, 3 h; median GFP as percent of DMSO wells. 320,000 compounds, 0.34% hits;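 active = GFP response vs DMSO above a set limit, about the screen mean plus 3 SD, cut at about 150% in these data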
Active calls of the source: *; / = no result given. Compounds were not picked by outcome; any-hit rate near 3.8%.

SMILES	AHR activator	EBNA-1 inhibitor	MEP2-GFP yeast	procasp7 counter	RPL19A TOR yeast	ZTA DNA inh	procasp3 activ	LAP4 TOR yeast
Cc1ccc(C(=O)Nc2cc(C(F)(F)F)ccc2-n2cncn2)o1	35	/	101	-1	99	3	2	104
O=C(NCc1ccc2c(c1)OCO2)c1cc(-c2ccccc2Cl)on1	-6	-10	96	-6	103	-9	0	97
CC(C)(C)OC(=O)NCCc1nnc(SCc2ccccc2Cl)o1	2	0	102	13	102	6	8	101
COc1cc(C2CC(=O)c3cnc(NC(=O)COc4ccccc4)nc3C2)cc(OC)c1OC (stereo not given)	4	13	97	0	98	-2	0	96
Cc1ccc(C)c(NC(=O)CN(C)C(=O)c2ccccc2OCc2ccc(Cl)cc2)c1	2	-4	97	1	99	1	-2	103
COc1ccc(S(=O)(=O)N(C)CC(=O)NCCCn2ccnc2)cc1Cl	1	-2	95	6	99	-8	4	94
CNC(=O)c1ccccc1NC(=O)c1ccco1	0	17	110	0	103	-7	7	112
CNS(=O)(=O)c1cccc(C(=O)OCC(=O)Nc2ccc3ccccc3c2)c1	3	/	105	6	103	/	7	96
Cc1cc(-c2[nH]nc3c2C(c2ccsc2)C(C#N)=C(N)O3)c(C)s1 (stereo not given)	14	-6	99	-6	93	1	4	104
Cc1cccc(N2CCN(C(=O)c3cccc(N4C(=O)C5CC=CC(C)C5C4=O)c3)CC2)c1C (stereo not given)	6	7	113	9	99	-3	9	109
Cc1nn(CCOc2ccccc2Cl)c(C)c1[N+](=O)[O-]	0	1	111	1	105	12	7	102
CN(Cc1ccccc1)S(=O)(=O)c1ccc(Cl)c(C(=O)NCCCN2CCOCC2)c1	3	8	96	11	101	-8	4	107
CCOC(=O)c1cc(C#N)c(N2CCN(c3ccc(OC)cc3)CC2)[nH]c1=O	-2	-1	106	-9	97	-8	8	118
CN(C)CCN1C(=O)C(=O)/C(=C(/O)c2ccc(S(=O)(=O)N3CCOCC3)cc2)C1c1ccc(Br)cc1 (stereo not given)	4	-3	105	9	97	-7	4	101
O=C(CCN1C(=O)C2C3C=CC(C3)C2C1=O)NCCc1ccccc1Cl (stereo not given)	10	-1	111	0	113	-20	4	107
Cn1c(CNC(=O)c2ccccc2)nnc1SCC(=O)Nc1nccs1	0	-2	102	-1	86	-7	0	86
CC(=O)c1cc(F)c(N2CCN(C(=O)COc3ccc(F)cc3)CC2)cc1C	0	4	102	-1	99	5	10	101
CC(CN1CCCC1)OC(=O)c1ccccc1Cl (stereo not given)	1	-2	107	16	108	2	1	91
COC(=O)c1ccccc1NC(=O)CSCC(=O)Nc1ccc(F)cc1	2	5	108	9	103	6	9	107
COC(=O)CNC(=O)COC(=O)c1cc(SC)ccc1Cl	4	-3	103	-1	102	-16	1	93
S=C(NCc1ccccc1)Nc1cccc2cnccc12	4	-6	104	-11	106	6	-4	101
COc1ccc(CCNC(=O)COC(=O)c2cnc(C)cn2)cc1OC	2	-8	115	0	103	-14	-1	107
Cc1ccccc1CNC1CCCCC1	-2	-7	102	4	106	-22	16	97
Cc1[nH]c2ccccc2c1SCC(=O)NNC(=O)Nc1ccc(OC(F)(F)F)cc1	5	-4	97	2	95	-17	-1	96
CCN(CC)c1ccc(NC(=S)NCC2CCCO2)cc1 (stereo not given)	30	-18	111	-3	109	0	6	112
CCOc1ncccc1C(=O)N1CCN(c2cc(Cl)ccc2C)CC1	1	-4	95	3	92	2	8	99
O=C1CC(N(C(=O)c2ccco2)c2ccc(F)cc2)C(=O)N1c1ccc(F)cc1 (stereo not given)	-2	5	98	0	99	7	-1	92
CCC(=O)NC(Nc1cc(C)ccn1)(C(F)(F)F)C(F)(F)F	-1	7	95	4	96	3	-4	94
CCn1c(CC(=O)Nc2ccccc2)nnc1SCC(=O)NC1CCCC1	1	9	98	-3	100	27	-6	103
O=C(C1CCN(S(=O)(=O)c2ccccc2F)CC1)N1CCN(Cc2ccc3c(c2)OCO3)CC1	-1	/	93	5	93	0	8	92
O=C(O)c1cc(-c2ccccc2)nn1CC1CC(c2cccnc2)=NO1 (stereo not given)	1	-2	98	-3	95	0	0	133
c1cc2c(cc1C1=Nn3c(nnc3C3CCCCC3)SC1)OCO2	16	-6	99	4	97	-7	0	90
CN(C)S(=O)(=O)N1CCC(n2nccc2NC(=O)CCCc2ccccc2)CC1	-1	0	94	9	96	3	2	96
O=C(CSc1ccc(-c2cccs2)nn1)c1cccs1	10	-12	101	-4	96	15	1	110
N#C/C(=C(/O)CSc1ccccc1C(=O)O)c1nc2ccccc2s1	14	12	110	6	103	-2	0	95
CCCCn1c(N)c(N(CCOC)C(=O)c2cc(-c3ccc(OC)cc3)nc3ccccc23)c(=O)[nH]c1=O	2	-13	98	2	97	-5	-3	106
CCCN1CCN(C(=O)CS(=O)(=O)Cc2nc(-c3cccc(OC)c3)oc2C)CC1	-1	8	100	0	102	6	2	90
COc1ccc(-c2cc(C(F)(F)F)c(C#N)c(SCC(=O)O)n2)cc1	26	-4	107	5	105	10	14	104
CC(C)C(c1nnnn1Cc1ccco1)N1CCN(C2CCCC2)CC1 (stereo not given)	1	7	90	5	99	23	-1	92
CCC1CCCCN1CCCNC(=O)CN1C(=O)COc2ccc(S(=O)(=O)N3CCC(C)CC3)cc21 (stereo not given)	2	10	109	1	98	3	-2	98
CCC(=O)Nc1cccc(C2=NN(c3ccccc3)C(c3ccc(OC)cc3)C2)c1 (stereo not given)	6	1	92	14	86	1	13	/
Cc1cc(=O)c2cc(NC(=O)c3ccccc3Cl)ccc2[nH]1	-1	1	120	11	114	-5	-66	98
O=C(NCC(=O)N(Cc1ccco1)C(C(=O)NC1CCCC1)c1cccnc1)c1cccs1 (stereo not given)	0	3	105	1	99	3	5	97
COc1ccc(C(=S)N2CCNCC2)cc1	4	-13	98	-1	103	0	10	101
CCOC(=O)Nc1ccc2nc3n(c(=O)c2c1)CCCCC3	8	8	100	11	98	-10	5	92
O=C(c1ccc(CS(=O)(=O)c2ccc(Br)cc2)o1)N1CCN(c2ncccn2)CC1	8	4	94	12	101	14	1	97
Cc1ccccc1C(=O)Nc1c2c(nn1C(C)(C)C)CS(=O)(=O)C2	2	3	102	-12	109	0	0	79
COc1ccc(NS(=O)(=O)c2ccc3oc4ccccc4c3c2)cn1	1	-3	87	-4	91	-2	-3	95

As a working copy, some entries already given.
SMILES	AHR activator	EBNA-1 inhibitor	MEP2-GFP yeast	procasp7 counter	RPL19A TOR yeast	ZTA DNA inh	procasp3 activ	LAP4 TOR yeast
Cc1ccc(C(=O)Nc2cc(C(F)(F)F)ccc2-n2cncn2)o1	35	/	101	-1	99	3	2	104
O=C(NCc1ccc2c(c1)OCO2)c1cc(-c2ccccc2Cl)on1	-6	-10	96	-6	103	-9	0	97
CC(C)(C)OC(=O)NCCc1nnc(SCc2ccccc2Cl)o1	2	0	102	13	102	6	8	101
COc1cc(C2CC(=O)c3cnc(NC(=O)COc4ccccc4)nc3C2)cc(OC)c1OC (stereo not given)	4	13	97	0	98	-2	0	96
Cc1ccc(C)c(NC(=O)CN(C)C(=O)c2ccccc2OCc2ccc(Cl)cc2)c1	2	-4	97	1	99	1	-2	103
COc1ccc(S(=O)(=O)N(C)CC(=O)NCCCn2ccnc2)cc1Cl	1	-2	95	6	99	-8	4	94
CNC(=O)c1ccccc1NC(=O)c1ccco1	0	17	110	0	103	-7	7	112
CNS(=O)(=O)c1cccc(C(=O)OCC(=O)Nc2ccc3ccccc3c2)c1	3	/	105	6	103	/	7	96
Cc1cc(-c2[nH]nc3c2C(c2ccsc2)C(C#N)=C(N)O3)c(C)s1 (stereo not given)	14	-6	99	-6	93	1	4	104
Cc1cccc(N2CCN(C(=O)c3cccc(N4C(=O)C5CC=CC(C)C5C4=O)c3)CC2)c1C (stereo not given)	6	7	113	9	99	-3	9	109
Cc1nn(CCOc2ccccc2Cl)c(C)c1[N+](=O)[O-]	0	1	111	1	105	12	7	102
CN(Cc1ccccc1)S(=O)(=O)c1ccc(Cl)c(C(=O)NCCCN2CCOCC2)c1	3	8	96	11	101	-8	4	107
CCOC(=O)c1cc(C#N)c(N2CCN(c3ccc(OC)cc3)CC2)[nH]c1=O	-2	-1	106	-9	97	-8	8	118
CN(C)CCN1C(=O)C(=O)/C(=C(/O)c2ccc(S(=O)(=O)N3CCOCC3)cc2)C1c1ccc(Br)cc1 (stereo not given)	4	-3	105	9	97	-7	4	101
O=C(CCN1C(=O)C2C3C=CC(C3)C2C1=O)NCCc1ccccc1Cl (stereo not given)	10	-1	111	0	113	-20	4	107
Cn1c(CNC(=O)c2ccccc2)nnc1SCC(=O)Nc1nccs1	0	-2	102	-1	86	-7	0	86

Next part.
SMILES	AHR activator	EBNA-1 inhibitor	MEP2-GFP yeast	procasp7 counter	RPL19A TOR yeast	ZTA DNA inh	procasp3 activ	LAP4 TOR yeast
Cc1cc(C(=O)NNc2c(Cl)cccc2Cl)no1	1	7	98	4	99	9	-4	103
O=C(/C=C/c1ccco1)NCC(=O)N/N=C/c1ccc(Cl)cc1	4	-1	104	-5	105	-17	-5	94
O=C(NCc1ccco1)c1cc(-c2cccnc2)nc2ccc(Cl)cc12	-3	-1	100	1	97	5	10	110
COc1ccc(-c2nnn(CC(=O)N3CCN(c4ccc(F)cc4)CC3)n2)cc1	2	-4	103	1	98	10	-5	110
Nc1nc(NCc2ccco2)nn1-c1ccccc1	1	-3	100	1	103	-1	5	101
Cc1ccc(CCN=c2c([N+](=O)[O-])nn(-c3ccccc3)n2O)cc1	12	3	87	-9	96	-19	10	92
O=C(Nc1cc2c3c(c1)CC(=O)N3CCC2)C1CCCCC1	8	-5	104	7	106	-1	4	99
C=C1C(=O)O[C@@H]2[C@H]3O[C@]3(C)CC/C=C(\C)CC[C@@H]12	-3	1	99	8	102	3	3	99
O=C(/C=C/c1ccc(Cl)cc1)NCCCN1CCOCC1	1	-3	100	2	115	-5	10	71
Nc1nnc(SCc2nc3scc(-c4ccccc4)c3c(=O)[nH]2)s1	7	-13	105	-6	99	2	8	106
CCN(C(=O)COC(=O)CN1C(=O)c2ccccc2C1=O)c1ccccc1	0	/	106	8	106	/	-6	109
CCc1nnc(NC(=O)CSc2nnc(-c3ccccc3OC)n2-c2ccc(C)cc2)s1	19	-3	98	0	99	-16	2	99
CCCC[C@@H]1CCCO[C@@](C(=O)NCc2ccc(C)o2)(C(F)(F)F)C1	3	6	/	2	/	0	8	/
O=C(NCCc1ccccc1)C1CCN(S(=O)(=O)N2CCCCCC2)CC1	-1	10	105	6	103	-14	10	106
Cc1nnc(SCC(=O)N2CCCCC2)s1	-1	1	93	2	89	11	3	95
COc1ccc(C(=O)OCC(=O)NC(C)CCc2ccccc2)cc1 (stereo not given)	5	-21	105	17	105	-6	-1	97
CN1C(=O)CC(N2CCN(C(=O)CN3CCCC3)CC2)C1=O (stereo not given)	3	0	89	-3	96	-14	0	87
